# SRC3 TRFRET art: flags TR-FRET format artefacts in PPARgamma SRC-3 recruitment agonist screen; AID 1048; actives 0.39% (n = 99,000); TR-FRET artefact counter-screen, PPARgamma/SRC-3 format; stronger effect = higher value; TR-FRET ratio at 8 µM; in the data active means TR-FRET ratio above about 2000; further: inactives centre near 1600; reference of the scale not given here
# SRC1 TRFRET art: TR-FRET artefact, counter-screen to PPARgamma/SRC-1 agonist assay | TR-FRET ratio at 8 µM | TR-FRET detection artefact counter-screen, emission ratio; stronger effect = higher value | actives 0.34% (n = 99,000); in the data active means TR-FRET ratio above about 2300; further: inactives centre near 1800; reference of the scale not given here
# * marks the source's active call; other numbers are inactive results.
# Sample of the layout (five entries):
SMILES,SRC3 TRFRET art,SRC1 TRFRET art
Cc1[nH]c2c(C)cccc2c(=O)c1Br,1791,1779
COc1ccccc1C(=O)CSc1cccc[n+]1[O-],1588,1898
O=C(CCc1nnc(C2(c3ccc(Cl)cc3)CCC2)o1)NCCCn1cccn1,1581,1423
NC(=S)N/N=C/c1cc([N+](=O)[O-])ccc1Cl,1807,2079
CSc1ccccc1C(=O)N1CCN(c2cccc(Cl)c2)CC1,1672,1820

# The listing, from the first entry:
SMILES,SRC3 TRFRET art,SRC1 TRFRET art
Cc1[nH]c2c(C)cccc2c(=O)c1Br,1791,1779
COc1ccccc1C(=O)CSc1cccc[n+]1[O-],1588,1898
O=C(CCc1nnc(C2(c3ccc(Cl)cc3)CCC2)o1)NCCCn1cccn1,1581,1423
NC(=S)N/N=C/c1cc([N+](=O)[O-])ccc1Cl,1807,2079
CSc1ccccc1C(=O)N1CCN(c2cccc(Cl)c2)CC1,1672,1820
O=C(COC(=O)CCC(=O)c1cccs1)Nc1ccccc1[N+](=O)[O-],1519,1746
Cc1ccc(S(=O)(=O)Nc2cccc(-c3ccc4nnc(C)n4n3)c2)s1,1627,1958
O=c1[nH]c(=O)c2ncc(-c3ccc(Cl)cc3)nc2[nH]1,1483,1684
CC(=O)NC1=NN(C(C)=O)C(c2ccc(F)cc2)S1 (centres undefined),1482,1717
O=[N+]([O-])c1ccccc1CNC1CCCc2ccccc21 (centres undefined),1577,2086
COc1cc(C=C2C(=O)OC(c3ccccc3)OC2=O)cc(Br)c1O (centres undefined),1381,2012
Cc1cccc(C=Nc2ccc3c(c2)oc2ccccc23)c1O,1850,2231
CN(C)CCC(=O)N1c2ccccc2Sc2ccc(Cl)cc21,1446,1419
O=S(=O)(Nc1ccc(Cl)cn1)c1cccc(S(=O)(=O)c2ccccc2)c1,1636,1385
CCOc1ccccc1NC(=S)N(CCC(C)C)C1CCN(C(C)=O)CC1,1695,1949
O=C(NCc1ccccn1)Nc1cccc(NC(=O)NCc2ccccn2)c1,1471,1756
COC(=O)c1cc(OC)c(OC)cc1NC(=S)N1CCCC1,1606,1833
COc1nc(OC)nc(N2CCC(C(=O)NCc3ccco3)CC2)n1,1622,1816
O=C(/C=C/c1ccc([N+](=O)[O-])cc1)OCc1cnc(-c2ccccc2)o1,1817,2093
Nc1cc(=O)[nH]c(SCC(=O)Nc2cc([N+](=O)[O-])ccc2Cl)n1,1620,1941
O=C1CCCc2ccccc2N1,1464,1717
O=C(COC(=O)CCSc1ccccc1)NCc1ccccc1Cl,1627,1771
O=C(Nc1ccccc1Cl)C1CC(=O)n2c(nc3ccccc32)N1 (centres undefined),1396,1522
COc1ccc(C2=NN(S(C)(=O)=O)C(c3cccs3)C2)cc1 (centres undefined),1423,1644
COCC(=O)NNC(=O)c1ccc(OC)cc1,1745,1825

# Among those listed so far, these have a thiophene ring, fused or not:
SMILES,SRC3 TRFRET art,SRC1 TRFRET art
O=C(COC(=O)CCC(=O)c1cccs1)Nc1ccccc1[N+](=O)[O-],1519,1746
Cc1ccc(S(=O)(=O)Nc2cccc(-c3ccc4nnc(C)n4n3)c2)s1,1627,1958
COc1ccc(C2=NN(S(C)(=O)=O)C(c3cccs3)C2)cc1 (centres undefined),1423,1644

# The main list resumes, starting 3 compounds before the break.
SMILES,SRC3 TRFRET art,SRC1 TRFRET art
O=C(Nc1ccccc1Cl)C1CC(=O)n2c(nc3ccccc32)N1 (centres undefined),1396,1522
COc1ccc(C2=NN(S(C)(=O)=O)C(c3cccs3)C2)cc1 (centres undefined),1423,1644
COCC(=O)NNC(=O)c1ccc(OC)cc1,1745,1825
COc1cccc(C(=O)N2CCC(O)(c3cccnc3)CC2)c1,1336,1629
Cc1ccc2nc(N/C(=N/S(=O)(=O)c3ccc(F)cc3F)c3ccccc3)sc2c1,1397,1356
CCc1cc(C(=O)OC)c(NC(=O)CC2Nc3cc(C)c(C)cc3NC2=O)s1 (centres undefined),1377,1653
O=C(CSc1nc2ccccc2c(=O)n1-c1ccc(F)cc1)Nc1ccc(Cl)c(S(=O)(=O)N2CCOCC2)c1,2299*,2261
O=C(NNC1=NCCCCC1)c1cccc([N+](=O)[O-])c1,1609,1624
C#CCNC(=O)C1=C[C@@H](c2coc3ccccc3c2=O)[C@H](CCCO)[C@@H](OCC)O1,1476,1745
CCOc1ccccc1CN1CCN(Cc2[nH]c3ccccc3c2C)CC1CCO (centres undefined),1664,1708
S=C(NCC1CCCO1)Nc1ccc(Nc2ccccc2)cc1 (centres undefined),1512,1834
CCOC(=O)c1c(C)[nH]c(C)c1C(=O)COc1ncnc2ccccc12,1649,1749
O=C(N/N=C/c1cccc(OC(=O)N2CCOCC2)c1)c1cccs1,1489,1988
Cc1ccc(Cl)cc1NC(=S)N(CCN(C)C)Cc1cccs1,1640,1999
COc1ccc(Cc2c(O)nc(SCC(=O)NC34CC5CC(CC(C5)C3)C4)[nH]c2=O)cc1,1450,1827
O=C(Nc1ncn[nH]1)c1ccccc1Br,1458,1637
Cc1ccc(NC(=O)CN(C)CC(=O)Nc2ccc(N3CCOCC3)cc2)c(C)c1,1449,1770
O=C(CCCOc1ccccc1)Nc1ccncc1,1481,1700
CC[n+]1c(C)n(C)c2cc(S(=O)(=O)N(C)C)ccc21,1520,1759
N/C(=N\OC(=O)CSc1ccccc1)c1ccc([N+](=O)[O-])cc1,1570,1916
O=C(CCS(=O)(=O)c1cccc2nonc12)N1CCN(c2ccc(F)cc2)CC1,1547,1777
C(=N\N1CCN(c2ccccn2)CC1)/c1ccco1,1379,1926
CN1C(=O)C(O)(CC(=O)/C=C\c2ccc3c(c2)OCO3)c2ccccc21 (centres undefined),1528,1829
Cc1ccc(S(N)(=O)=O)cc1NC(=O)/C=C/c1ccc2c(c1)OCO2,1520,1780
CCc1ccc(S(=O)(=O)N(C(=O)c2ccncc2)c2ccc(OC(=O)c3ccncc3)cc2)cc1,1764,1859
COc1ccc(N(C(=O)COc2cccc(C)c2)S(=O)(=O)c2ccc(C)cc2)cc1,1704,1727
Nc1nc(SCC(=O)c2cc3ccccc3o2)n[nH]1,1570,1884
CC(C)(O)C#Cc1ccc(CN2CCN(C3CCCCC3)C(CCO)C2)s1 (centres undefined),1636,1948
# (listing goes on)
SMILES,SRC3 TRFRET art,SRC1 TRFRET art
O=C1c2cccc3cccc(c23)C(=O)N1CCN1CCN(C(=S)Nc2ccc(Cl)cc2)CC1,1598,1368
COc1ccc(-c2noc(=O)n2Cc2cc(C)ccc2C)cc1,1743,1489
Cc1nc2c(C)cccc2cc1C(=O)N/N=C/c1ccc(O)cc1,1425,1750
O=c1cnnc(Nc2ccc(Nc3ccccc3)cc2)[nH]1,1901,2091
O=C(N/N=C/c1ccc2c(c1)OCO2)c1ccc(COc2cccc3cccnc23)cc1,1644,1933
O=C(Cn1c(=O)oc2ccccc21)NCCc1ccccc1Cl,1644,2123
O=C(NN=C1CCN(Cc2ccccc2)CC1)c1cc2ccccc2cc1O,1543,1627
CCOC(=S)SCC(=O)Nc1nc(-c2ccccc2)cs1,1596,1685
CCNC(=S)N1CCc2cc(OC)c(OC)cc2C1COc1ccc(OC)cc1 (centres undefined),1331,1686
COc1ccc(CNC(=O)C(C)NS(=O)(=O)c2ccc(C)cc2)cc1 (centres undefined),1461,1684
C=CS(=O)(=O)c1ccc(Oc2ccc(S(=O)(=O)C=C)cc2)cc1,1835,1919
Cc1ccccc1NC(=O)C(Cl)=C(Cl)Cl,1621,1630
Cc1ccc(NCc2ccccc2O)cc1C,1549,1711
C=CCNC(=S)Nc1ccc(OC(F)F)c(Cl)c1,1505,1600
CCCCN(C(=S)Nc1cccc(SC)c1)C1CCN(C(C)=O)CC1,1695,1675
CCOC(=O)N1CCN(C(=O)/C=C/c2cccc([N+](=O)[O-])c2)CC1,1681,1698
Cc1ccccc1OCC(=O)NNC(=S)NC(=O)c1ccccc1[N+](=O)[O-],1624,2140
Cn1c(SCC(=O)N/N=C/C=C/c2ccco2)nc2ccccc21,1517,1797
O=C(c1cc(F)ccc1F)C1CCCN(C(=O)CCCN2CCCCC2=O)C1 (centres undefined),1759,1994
O=c1oc2ccccc2c(O)c1C=Nc1cccnc1,1547,1758
O=C(COc1nsnc1N1CCOCC1)N/N=C/c1ccccc1O,1362,1695
S=c1nc(-c2ccccc2Cl)n(Cc2cccnc2)c2c1CCCC2,1484,1799
CC(C)(C)NC(=O)COC(=O)CCC(=O)c1ccc(Cl)cc1,1530,1690
CCOc1cccc(CNCCO)c1OCc1ccc(Cl)cc1,1635,1868
COCCCNC(=O)c1cccc2c(=O)c(C)c(-c3ccccc3)oc12,1518,1555
# (cont.)
SMILES,SRC3 TRFRET art,SRC1 TRFRET art
CCn1ncc(-c2ccnc3cc(C(=O)O)nn23)c1C,1392,1902
CC(C)(C)CC(=O)NC(=S)NCc1ccco1,1701,1883
O=C(CNc1cccc2ccccc12)N/N=C/c1cccc(Oc2ccccc2)c1,1620,1857
O=C(Cn1c2c(sc1=O)C1c3ccccc3OCC1CS2)Nc1ccc(Cl)c(Cl)c1 (centres undefined),1455,1931
COc1ccccc1CNC(=O)COC(=O)Cc1c(Cl)cccc1Cl,1387,1727
CCc1ccccc1NC(=O)N1C2CCCC1CC(NC(=O)C(C)(C)C)C2 (centres undefined),1630,2253
Cc1ccnc(N2CCC(C(=O)NCc3ccc(F)cc3)CC2)n1,1457,1642
COc1ccccc1OCCCC(=O)Nc1ccc(N2CCOCC2)cc1,1320,1686
C=CCNC(=O)/C(=C\c1ccc(OC)cc1)NC(=O)c1ccc([N+](=O)[O-])cc1,1391,1758
CC(c1ccon1)N(C)Cc1c(C(=O)N(C)Cc2ccccc2)nc2ccccn12 (centres undefined),1746,1927
CCOc1ccc(OCC)c(NC(=O)C2CCN(c3nn4c(=O)cc(C)nc4s3)CC2)c1,1559,1884
CN(C(=O)CSc1nnc(Nc2ccccc2)s1)C1CCS(=O)(=O)C1 (centres undefined),1584,1908
COC(=O)c1ccccc1NC(=O)CNc1cc(OC)c(OC)cc1C,1717,1774
CSCCC(NS(=O)(=O)c1cccs1)C(=O)NCc1ccc(C)cc1 (centres undefined),1727,2146
CC(OC(=O)Cc1n[nH]c(=O)c2ccccc12)C(=O)Nc1cccc([N+](=O)[O-])c1 (centres undefined),1541,1744
CC(=O)/C(=N\Nc1ccccc1Cl)Sc1nnc(-c2ccccc2)n1-c1ccccc1,1539,2029
CN(C)CCNC(=O)/C(=C/c1ccc(-c2cccc([N+](=O)[O-])c2)o1)NC(=O)c1ccccc1,1389,1832
Cc1ccc(N2CCN(S(=O)(=O)N3CCCCC3)CC2)cc1C,1639,1870
COc1ccc(N=C2SCC(=O)N2Cc2ccccc2)cc1,1714,1654
COc1ccc(NC(=S)NCCCc2ccccc2)cc1,1408,1805
O=C(Cc1ccccc1)NNS(=O)(=O)c1ccc([N+](=O)[O-])cc1,1517,1736
CCOc1ccccc1NC(=O)NCc1ccccc1,1675,1811
Cc1c(C(=O)NCC2CCCO2)sc2nc(-c3ccc(F)cc3)cn12 (centres undefined),1632,1738
C/C(=N/NC(=O)COc1cc(C)ccc1C(C)C)C(=O)O,1812,1887
NC(=O)NC(=O)CC1S/C(=N/N=C2\CSC(=O)N2)NC1=O (centres undefined),1407,1754
# Continuation:
SMILES,SRC3 TRFRET art,SRC1 TRFRET art
Cc1ccc(N(C(=O)c2sc(C)nc2C)C(C(=O)NC(C)(C)C)c2ccncc2)cc1 (centres undefined),1657,1849
Cc1ccc(N(C(=O)C(F)(F)F)C(C(=O)NC2CCCCC2)c2ccncc2)cc1C (centres undefined),1476,1800
CC(=O)NC(Cc1ccccc1)C(=O)NC1CCN(C(=O)c2ccc([N+](=O)[O-])cc2)CC1 (centres undefined),1585,1699
O=S1(=O)CCN(OCc2ccc(F)cc2Cl)CC1,1338,1649
COc1cc(C=O)ccc1Oc1nc(Nc2ccc(F)cc2F)nc(N2CCOCC2)n1,1696,1807
Cc1nc(Nc2nc3ccccc3o2)nc(C)c1C(=O)Nc1ccc(F)cc1,1694,1945
Cc1cc(C(=O)OCC(=O)c2cccc([N+](=O)[O-])c2)c2ccccc2n1,1382,1483
CN(C)S(=O)(=O)c1ccc2c(c1)nc(CCC(=O)Nc1ccc(N3CCOCC3)cc1)n2C,1582,1825
CC(=O)Oc1ccc2nc(CN3C(=O)c4ccc([N+](=O)[O-])cc4C3=O)oc(=O)c2c1,1506,1801
Cc1csc(Sc2ccc(C(=O)OCC(=O)Nc3ccc(F)cc3[N+](=O)[O-])cc2[N+](=O)[O-])n1,1408,2036
CCO/C=C1/C(=O)N(Cc2ccccc2)C(=O)c2ccccc21,1392,1656
CN(C)CCNC(C(=O)Nc1cccc(C(F)(F)F)c1)c1ccccc1 (centres undefined),1689,1989
COc1c2occc2c(OC)c2c(=O)cc(C)oc12,1592,1728
Cc1cccc(C)c1OCCOCCN1CCN(C)CC1,1572,2188
Cc1ccc(CNC(=O)COC(=O)c2cnc(C)cn2)cc1,1578,1825
CC1CC(C)CN(CCCSc2ccccc2)C1 (centres undefined),1854,1637
CCOC(=O)Cc1nc2cc(Cl)ccc2o1,1325,1697
CCN(CC)S(=O)(=O)c1ccc(/C(O)=C2/C(=O)C(=O)N(CCOC)C2c2ccccc2)cc1 (centres undefined),1629,1973
C=CCNC(=S)Nc1ccc(C)cc1[N+](=O)[O-],1497,1711
CCC(c1nnnn1Cc1cccs1)N1CCN(C(=O)c2ccco2)CC1 (centres undefined),1521,1568
O=C(Cc1ccccc1)NNC(=O)c1cnccn1,1685,1552
O=C(N/N=C1\CCCc2ccccc21)c1cccc(Br)c1,1822,2028

# Three compounds from above, arranged by number of heavy atoms, smallest number first:
SMILES,SRC3 TRFRET art,SRC1 TRFRET art
Nc1nc(SCC(=O)c2cc3ccccc3o2)n[nH]1,1570,1884
C/C(=N/NC(=O)COc1cc(C)ccc1C(C)C)C(=O)O,1812,1887
COc1ccc(N=C2SCC(=O)N2Cc2ccccc2)cc1,1714,1654

# The list is partial, so the mix of outcomes need not match the whole.
